Screening data as filed in PubChem.
D2 PAM = positive allosteric modulators of human D2 dopamine receptor | P14416 | HEK293 T-REx D2, calcium flux, EC20 dopamine potentiation | potentiation, % at 10 µM | 340,000 tested, 0.34% active | AID 485347;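 active = potentiation over 3 SD above the plate norm, cut at about 30% in these data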; note: 0% is about no effect
Target sequence (P14416 whole entry, looked up): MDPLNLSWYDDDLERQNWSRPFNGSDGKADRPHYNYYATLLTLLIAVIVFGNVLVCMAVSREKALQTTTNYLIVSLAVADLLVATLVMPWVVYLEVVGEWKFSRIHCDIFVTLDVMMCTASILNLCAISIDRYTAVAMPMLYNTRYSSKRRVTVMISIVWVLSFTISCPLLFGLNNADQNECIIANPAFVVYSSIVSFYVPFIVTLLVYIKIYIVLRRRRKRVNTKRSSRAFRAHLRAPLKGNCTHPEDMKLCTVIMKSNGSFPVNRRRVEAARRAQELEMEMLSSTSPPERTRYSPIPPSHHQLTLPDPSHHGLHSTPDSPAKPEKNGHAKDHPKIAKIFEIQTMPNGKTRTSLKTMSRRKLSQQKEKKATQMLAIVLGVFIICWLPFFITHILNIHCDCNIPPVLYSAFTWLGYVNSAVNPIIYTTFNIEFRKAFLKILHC
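Tetracycline-induced HEK293 T-REx cells force-coupled to calcium signalling expressed D2; compounds were pin-added after a 10 s baseline, read kinetically 180 s, then an EC20 dopamine challenge followed with a further 180 s calcium read.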
RXFP1 ag = RXFP1 (human) receptor agonism. Q9HBX9. HEK293T-RXFP1 cAMP TR-FRET, 30 min; response scale: percent of porcine relaxin response, buffer zero. Potency, µM (top dose mostly 57.5 µM), for the others: at the top dose activation, usual class: activators. 370,000 tested, 0.3% active. AID 2676; note: potency is the fitted concentration of half-maximal effect; % is set by controls: 0 for no effect and ±100 for the full control effect; nearly all actives have a fitted effect of over 60% in size; many of its hits are not listed in these tables
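HEK293T cells stably expressing RXFP1 were pretreated with the PDE4 inhibitor Ro 20174, exposed to compounds for 30 min at 37C, lysed, and cAMP was read by TR-FRET. Data normalized to buffer (basal) and 29 nM porcine relaxin (100%).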
Vif-APOBEC3F blk = blocks the Vif interaction with APOBEC3F; 390,000 tested, 0.2% active; Potency, µM (series often up to 46.1 µM), for the others: at the top dose activity, negative = active; HeLa A3F-eYFP + Vif (tagged APOBEC3F with the HIV-1 protein that degrades it), YFP fluorescence increase; AID 602313; note: potency is the fitted concentration of half-maximal effect; % of control where 0% means no effect; nearly all actives have a fitted effect of over 65% in size
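HeLa cells stably expressing A3F-eYFP plus Vif, plated and incubated overnight at 37 deg C, then exposed to compounds overnight at 37 deg C. Blocked degradation read as raised yellow fluorescence (Ex 488/Em 500-530).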
D1 antagonist = human D1 dopamine receptor antagonism; P21728; activity change, negative = inhibition, % at 10 µM; AID 504652; 360,000 tested, 3.2% active; HEK293 TREx D1 cells, calcium flux, dopamine EC80; active compounds read low; in the data active = activity change below about -30%; note: % is set by controls: 0 for no effect and ±100 for the full control effect
Target sequence (P21728 whole entry, looked up): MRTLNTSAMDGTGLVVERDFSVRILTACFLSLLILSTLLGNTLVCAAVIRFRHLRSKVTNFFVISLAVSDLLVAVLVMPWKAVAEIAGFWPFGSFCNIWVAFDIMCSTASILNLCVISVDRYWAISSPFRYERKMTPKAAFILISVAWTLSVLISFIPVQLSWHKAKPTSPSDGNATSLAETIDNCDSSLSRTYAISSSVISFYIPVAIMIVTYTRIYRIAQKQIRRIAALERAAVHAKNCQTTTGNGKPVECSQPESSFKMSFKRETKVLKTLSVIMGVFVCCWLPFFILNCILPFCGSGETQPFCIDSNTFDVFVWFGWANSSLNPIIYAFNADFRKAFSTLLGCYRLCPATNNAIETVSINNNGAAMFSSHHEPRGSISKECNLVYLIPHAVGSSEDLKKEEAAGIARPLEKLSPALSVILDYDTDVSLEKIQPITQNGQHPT
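Tetracycline-induced HEK293 T-REx cells with force-coupled D1 receptor were loaded with a no-wash calcium dye. Compound was added after a 10 s baseline and read kinetically for 180 s; EC80 dopamine was then added and calcium flux followed another 180 s.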
D1 agonist = human D1 receptor agonism | HEK293 T-REx D1 cells, calcium flux, agonist mode | P21728 | 360,000 tested, 1% active | activation, % at 2 µM | AID 504660; in the data active = activation above about 30%; note: 0% is about no effect
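Tetracycline-induced HEK293 TREx D1 cells, force-coupled to calcium signalling, were dye-loaded with a no-wash calcium kit. Compound was pin-added after a 10 s baseline. Fluorescence was read kinetically at 1 cycle/s for 180 s, with calcium rises flagged as agonism.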
LDHA inh = inhibitors of human lactate dehydrogenase A; purified LDHA, NADH/diaphorase-resazurin fluorescence; active compounds read low; activity change, % (values are at about 110 or 230 µM); 480,000 tested, 0.15% active; in the data active = activity change below about -30%; inconclusive = mostly about -25% to -30%;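 note: plate controls were DMSO wells for no effect and wells without enzyme for full effect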
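Human LDH5 (2 nM) was incubated with 0.06 mM NADH and 0.2 mM pyruvate for 5 min at room temperature in Tris pH 7.4. Remaining NADH was coupled through diaphorase/resazurin, and resorufin fluorescence was read at 0 and 20 min.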
Glioma ERSR ind = ER stress response induction in glioma | U87-MG GRP78 promoter luciferase reporter, 16 h | Potency, µM, without a hit: top-dose activation, most hits filed as activators | 420,000 tested, 0.02% active; note: potency is the fitted concentration of half-maximal effect; series mostly up to about 76 µM; % of control where 0% means no effect; nearly all actives have a fitted effect of over 35% in size
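Stably transfected U87-MG glioma cells carrying a GRP78-based luciferase sensor; 16 h compound incubation. Luminescence end-point read 10 min after Bright-Glo addition at room temperature.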
D1 PAM = human D1 dopamine receptor positive modulation | HEK293 TREx D1 cells, calcium flux, dopamine EC20 potentiation | potentiation, % at 10 µM | 360,000 tested, 0.036% active; in the data active = potentiation above about 30%; note: 0% is about no effect
Vif-A3G inh = Vif-A3G binding inhibition. HeLa A3G-eYFP + Vif (tagged APOBEC3G with the HIV-1 protein that degrades it), YFP fluorescence, overnight. 410,000 tested, 0.076% active. AID 602310. Potency, µM (doses to about 46.1 µM), without a hit: at the highest dose activity, negative = active, most hits filed as inhibitors. Q9HC16;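 note: potency is the fitted concentration of half-maximal effect; % is set by controls: 0 for no effect and ±100 for the full control effect; nearly all actives have a fitted effect of over 60% in size; hits raise eYFP signal because A3G escapes Vif-driven loss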
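Read-out is eYFP fluorescence (Ex 488/Em 500-530) from Vif-expressing HeLa A3G-eYFP cells; more signal means A3G escaped Vif-mediated degradation. Cells plated overnight, compound pinned in, incubated overnight at 37 deg C.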
* hit, by the source's call; ? = inconclusive; . = no result given; & = joins results of further samples. Unless noted, calls come from the whole dose curve; as a rule, active = well fitted curve in the direction sought with a large enough effect; inconclusive = small, poorly fitted or top-dose-only effect, or another doubt; inactive = no such curve, though single readings can be large; an effect the other way counts as inactive or inconclusive. An excerpt; count on the stated rates, not on these rows.

SMILES	D2 PAM	RXFP1 ag	Vif-APOBEC3F blk	D1 antagonist	D1 agonist	LDHA inh	Glioma ERSR ind	D1 PAM	Vif-A3G inh
COc1cc(/C=C(\C#N)C(=O)N2CCCCC2)ccc1O	-7	1.0%	0%	0	3	3	2%	-3	2%
Cn1cnnc1SCC(=O)Nc1ccc(Br)cc1F	-2	-1.7%	-10%	1	1	-5	-4%	-3	-1%
O=C(CNC(=O)c1ccccc1Cl)OCC(=O)N1CCc2ccccc21	15	-0.7%	5%	2	2	-1	3%	6	-2%
CC(=NNC(=S)Nc1ccc(C)cc1)c1ccccn1	.	.	14%	.	.	-6	?	.	-17%
COCCNc1nc(SCC(=O)N2CCN(c3ccccc3)CC2)nc2ccccc12	-5	1.9%	-9%	-24	1	-6	-3%	-9	0%
Cc1nn(Cc2ccc(F)cc2)c2sc(C(=O)Nc3ccc(N4CCOCC4)cc3N3CCOCC3)cc12	-1	7.2%	-5%	3	0	1	-1%	3	0%
O=c1oc2cc(O)ccc2cc1-c1nc(-c2ccc(Cl)c(Cl)c2)cs1	9	4.9%	?	7	46*	-8	-1%	3	?
O=C(NCc1nnc(SCC(=O)N2CCc3ccccc32)o1)c1cccs1	11	0.5%	0%	-4	2	-14	1%	-3	1%
CC(=O)c1cc(-c2ccccc2)n(CC(=O)NCCc2ccc(C)cc2)c1C	1	5.9%	-11%	0	1	-5	1%	0	-2%
O=C1N=c2ccccc2=C1c1sc(=S)n(CC2CCCO2)c1O (configuration not stated)	4	-0.1%	5%	-27	5	-2	2%	-1	4%
Cc1cc(NC(=O)Nc2cccc(Cl)c2)n(-c2ccccc2)n1	-1	0.7%	17%	4	14	-4	3%	0	1%
COc1ccc2c(c1)c1c(c(=O)n(-c3ccccc3C)c(=O)n1C)n2C	2	?	0%	-1	0	-3	-2%	2	-1%
O=c1c2cccnc2[nH]c(=S)n1CCCN1CCN(c2ccccc2F)CC1	-23	-3.2%	-15%	-14	2	-10	-2%	-6	-2%
O=C(C[C@@H]1C/C=C\CCCC(=O)OC[C@@H]2CCCN2C1=O)N[C@H](CO)Cc1ccccc1	.	.	-6%	.	.	-1	-5%	.	-3%
O=C(CCNC(=O)c1ccco1)NNC(=O)c1ccc(Br)cc1	.	.	0%	.	.	2	-5%	.	-7%
O=S(=O)(c1ccc2ccccc2c1)N1CCN(C2Cc3ccccc3C2)CC1	-6	0.4%	-12%	0	1	-21	-8%	-2	1%
CC(=O)c1ccc(NC(=O)CSc2nc3nc(C)cc(C)n3n2)cc1	10	4.0%	1%	-20	4	1	-1%	-2	-1%
Cc1coc2cc3oc(=O)c(CCC(=O)N4CCCCC4)c(C)c3cc12	-1	-0.4%	1%	0	15	-5	-1%	-2	-4%
COC(=O)c1ccc(N2CCOCC2)c(NC(=O)c2ccc3c(c2)OCO3)c1	-3	2.2%	15%	-12	1	-13	0%	-5	1%
COc1ccccc1NC(=O)CSc1nc(N)c(C#N)cc1C#N	5	?	-3%	-1	5	-1	-6%	-9	-1%
COc1ccccc1CN1CCNC(=O)C1CC(=O)N(C)Cc1cnccn1 (configuration not stated)	-2	-0.1%	-1%	7	2	-1	-7%	0	0%
COc1ccc(/C=N/NC(=O)c2ccc(N(C)S(=O)(=O)c3ccccc3)cc2)c(OC)c1	0	2.0%	-6%	-4	2	1	-2%	-12	2%
CC(=O)NC1CC(C)(C)N(OC(C)=O)C(C)(C)C1	11	1.0%	-1%	-2	2	5	-4%	-5	1%
CCn1c(-c2ccc(F)cc2)n[nH]c1=S	8	1.8%	-5%	9	4	0	-4%	6	-8%
O=C(NCCc1ccc(Cl)cc1)c1ccc(CS(=O)(=O)Cc2ccc(Cl)cc2)o1	13	-0.4%	7%	-6	-1	0	4%	-2	0%
C=Cc1ccc(Cn2c(C)c(CNCCc3ccc(OCC)cc3)c(C(=O)O)c2C)cc1	6	-2.1%	-3%	2	-2	-5	-4%	-2	2%
O=C(NCc1ccccc1)C(=O)Nc1c2c(nn1-c1ccccc1)CSC2	.	2.9%	-13%	.	1	-2	-3%	4	-4%
CCCCc1nc(SCC(=O)Nc2cccc(Cl)c2)n[nH]1	-20	-2.2%	5%	-20	6	-8	-2%	-1	1%
O=C(COC(=O)C12CC3CC(CC(O)(C3)C1)C2)NC(=O)NCc1ccco1	1	0.6%	-1%	1	1	-2	2%	-8	-1%
O=C(Cn1c(=O)n(CC2CCCO2)c(=O)c2ccccc21)Nc1ccc(F)cc1F (configuration not stated)	-3	1.8%	-1%	12	-1	-1	-3%	0	2%
CCOC(=O)N1CCN(C(=O)C2CCN(C(=O)c3ccccc3C)CC2)CC1	.	.	6%	.	.	-3	-19%	.	-12%
COc1ccc(CN2CCN(CCCc3ccccc3)CC2)c(OC)c1	-18	-0.7%	.	5	5	.	.	-3	.
Cc1ccc(Cn2cccc2/C=N/NC(=S)Nc2ccc(C)cc2)cc1	6	0.6%	1%	2	4	-7	2%	-2	-7%
COc1ccccc1CNC(=O)c1c(O)c2cc(OC)c(OC)cc2[nH]c1=O	-2	-0.6%	-6%	-4	0	-13	-7%	3	0%
COc1ccc(NC(=O)c2cc3ccccc3o2)cc1S(=O)(=O)N1CCCCC1	.	.	6%	.	.	5	-3%	.	-12%
O=C(CSc1nnc(-c2ccccc2)n1-c1ccc(Cl)cc1)N/N=C/c1ccco1	10	-0.4%	0%	9	0	-5	-5%	-4	-9%
COc1ccc(C2=NOC(CNC(N)=S)C2)cc1 (configuration not stated)	5	0.6%	-2%	-15	2	0	-8%	-11	0%
COc1ccc2cc(CN(CC3COCCO3)S(=O)(=O)c3ccc(Cl)cc3)c(=O)[nH]c2c1 (configuration not stated)	9	15%	-10%	2	13	-5	0%	-1	-1%
Cc1oc(-c2ccccc2Cl)nc1CS(=O)(=O)CC(=O)N1CCOCC1	-6	2.5%	2%	-3	4	0&0	-3%	-5	-1%
O=C1NN=C2CCCCCCC12 (configuration not stated)	.	.	-6%	.	.	1	-4%	.	4%

Profiles as entered above.
CCOC(=O)N1CCN(C(=O)C2CCN(C(=O)c3ccccc3C)CC2)CC1 reads D2 PAM: .; RXFP1 ag: .; Vif-APOBEC3F blk: 6%; D1 antagonist: .; D1 agonist: .; LDHA inh: -3; Glioma ERSR ind: -19%; D1 PAM: .; Vif-A3G inh: -12%
COc1ccccc1CN1CCNC(=O)C1CC(=O)N(C)Cc1cnccn1 (configuration not stated) reads D2 PAM: -2; RXFP1 ag: -0.1%; Vif-APOBEC3F blk: -1%; D1 antagonist: 7; D1 agonist: 2; LDHA inh: -1; Glioma ERSR ind: -7%; D1 PAM: 0; Vif-A3G inh: 0%

Additional results:
SMILES	D2 PAM	RXFP1 ag	Vif-APOBEC3F blk	D1 antagonist	D1 agonist	LDHA inh	Glioma ERSR ind	D1 PAM	Vif-A3G inh
CC(C)(C)c1ccc(Cn2nnc3c(=O)[nH]c(C4CCN(C(=O)c5ccco5)CC4)nc32)cc1	5	-1.3%	13%	14	0	-5	4%	2	0%
Cc1cc(=O)n2c3ccccc3n(CC(O)CN3CCC(C)CC3)c2c1C#N (configuration not stated)	-18	2.9%	-6%	-4	0	5&-10	-5%	-6	2%
CN(C)CCOC1c2ccccc2CCc2ccc3ccccc3c21 (configuration not stated)	.	.	3%	.	.	-15	-5%	.	4%
CCOc1ccc(C(=O)Nc2cc(Cl)ccc2-n2cncn2)cc1OC	4	0.4%	1%	-15	0	-4	-3%	0	-4%
O=C(CSc1nnnn1-c1cccc(F)c1)Nc1nc2ccccc2s1	1	-0.1%	-8%	-4	1	0	1%	-6	-8%
COc1cccc(-c2cnc3c(c2)C(=O)N([C@H](C)CO)C[C@@H](C)[C@H](CN(C)C(=O)Nc2ccccc2F)O3)c1	.	.	-4%	.	.	-2	-2%	.	-1%
O=C(CNS(=O)(=O)c1ccccc1)OCC(=O)c1ccc([N+](=O)[O-])cc1	3	-1.8%	1%	-10	3	6	0%	-8	-12%
Nc1ccc(C(=O)O)cc1S(=O)(=O)O	-7	0.8%	1%	-4	0	-7	-5%	-1	7%
CCCCCCCNC(=O)C1(CC2CC(c3ccccc3)=NO2)CCNCC1 (configuration not stated)	-4	2.0%	-2%	-13	-2	-5	-8%	-8	-15%
CC(=O)Nc1ccc2c(c1)Cc1cc(N3C(=O)C=CC3=O)ccc1-2	.	.	3%	.	.	-9	-15%	.	-17%
CCOc1cc(NC(=S)NCCCN2CCOCC2)c(OCC)cc1NC(=O)c1ccc(OC)cc1	14	2.3%	1%	3	1	7	0%	-1	0%
COc1cc(C(=O)NCCC(=O)NCCCN2CCCCC2C)cc(OC)c1OC (configuration not stated)	-5	-2.2%	2%	-4	5	-4	-5%	-3	-1%
CCOC(=O)N1CCN(C(=O)Nc2cccc3ccccc23)CC1	-12	0.6%	13%	12	-1	6	-3%	-2	0%
CCOC(=O)c1cnc2ccc(Br)cc2c1NCC(C)O (configuration not stated)	3	?	1%	-8	1	-8	-7%	2	0%
CCOc1ccc(NC(=O)CC2C(=O)N(c3cccc(OC)c3)C(=O)N2C(C)C)cc1 (configuration not stated)	1	-0.6%	0%	-1	1	-9	1%	0	-1%
Cc1nn(S(=O)(=O)c2ccccc2)c(C)c1S(=O)(=O)N1CCC(C)CC1	16&-6	0.5%&1.6%	2%&-10%	15&33	0&-1	-2&4	-4%&-3%	1&-1	3%&-2%
CCOC(=O)CSc1nc2c(sc3cccc(F)c32)c(=O)n1Cc1ccc(OC)cc1	-11	?	2%	7	2	-5	-2%	0	3%
COc1ccccc1N1CCN(C(=O)CCCn2nc(C)c([N+](=O)[O-])c2C)CC1	-7	-0.2%	15%	0	0	-3	-1%	-5	0%
O=C1CC(N2CCN(c3nc4ccccc4s3)CC2)C(=O)N1Cc1cccs1 (configuration not stated)	0	0.0%	0%	-27	0	-14	0%	-2	-1%
CC(C)(C)c1ccc(NC(=S)NCc2cccs2)cc1	1	2.8%	3%	-7	5	-1	-2%	-6	5%
CN1CCN(CCCNC(=O)c2cnn(-c3ccccc3)c2-n2cccc2)CC1	-2	1.0%	1%	15	3	-12	-3%	-1	3%
CCOC(=O)CSc1nc2c(c(=O)n(Cc3ccccc3Cl)c(=O)n2C)n1C	-1	1.9%	.	-6	6	-2	1%	-4	2%
